BaF3 tox: counter-screen for JAK2V617F inhibitors: parental Ba/F3 viability inhibitors | CellTiter-Glo ATP luminescence | actives 1.1% (n = 220,000) | inhibition, % at 5.6 µM | AID 1486;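 active means inhibition above a per-campaign cutoff, the mean inhibition of all tested compounds plus 3 SD, cut at about 27% in these data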;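 further: 0% = DMSO wells and 100% = JAK Inhibitor I control wells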
S1P4 antag: antagonists of human S1P4 receptor | AID 1510 | O95977 | S1P4-expressing cells, antagonist mode, reporter read-out | inhibition, % at 4.98 µM | actives 0.26% (n = 220,000); in the data active means inhibition above about 29%;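 further: 0% = wells stimulated with agonist and 100% = vehicle wells without agonist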
TRPN1 ag: activates the zebrafish TRPN1 channel | HEK293 zebrafish TRPN1-YFP, Fluo-8 calcium fluorescence; 100% = response to 87 µM carbachol | activation, % at 3 µM | actives 0.18% (n = 220,000) | AID 1424;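 active means activation above its plate's cutoff, the mean activation of test wells on that plate plus 3 SD, cut at about 19% in these data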;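 further: 0% = DMSO alone and 100% = 87 µM carbachol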
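Assay system: Zebrafish TRPN1-YFP in HEK293 cells | Incubation: Dye loading 1 h at 37 °C, then 30 min room temperature | Measured by: Kinetic Fluo-8 fluorescence, ex 470-495, em 515-575 nm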
EP2 modulator: modulators of human EP2 prostaglandin E2 receptor. induction, % at 25 µM. EP2-expressing cells, cAMP HTRF FRET, PGE2 co-stimulation. P43116. AID 940. actives 0.83% (n = 260,000);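 active means compounds whose cAMP rise, as percent of the full-agonist control response, exceeds 60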;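 further: rat C6 glioma line stably carrying human EP2 under a CMV promoter; the protocol text gives 20 µM as final concentration; 100% = response of wells given 1 µM PGE2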
Target sequence (P43116 whole entry, looked up): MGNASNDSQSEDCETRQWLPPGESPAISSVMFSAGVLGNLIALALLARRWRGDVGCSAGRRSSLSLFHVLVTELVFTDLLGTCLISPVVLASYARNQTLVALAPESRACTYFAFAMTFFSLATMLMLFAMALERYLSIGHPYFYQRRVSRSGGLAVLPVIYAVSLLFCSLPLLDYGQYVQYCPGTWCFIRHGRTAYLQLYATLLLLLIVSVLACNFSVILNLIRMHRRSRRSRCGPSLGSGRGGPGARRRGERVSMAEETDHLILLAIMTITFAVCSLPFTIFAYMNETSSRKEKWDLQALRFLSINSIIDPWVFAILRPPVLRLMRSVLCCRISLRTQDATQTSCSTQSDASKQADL
Ba/F3 V617F tox: reduce viability of Ba/F3 cells dependent on JAK2V617F. inhibition, % at 5.6 µM. Ba/F3 EpoR-JAK2V617F viability, ATP luminescence. actives 1.1% (n = 220,000);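 active means inhibition above the campaign mean plus 3 SD over all tested compounds, cut at about 24% in these data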;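 further: cytokine-independent growth of Ba/F3 cells driven by EpoR plus mutant JAK2; 0% = DMSO-treated cells and 100% = JAK inhibitor I control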
Calpain2 inh: inhibitors of pig calpain II | purified calpain II, fluorogenic peptide substrate, 30 min | inhibition, % at 16 µM | actives 0.37% (n = 220,000) | AID 1236;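 active means inhibition above about 50%, limit read from the data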
S1P4 agonist: human S1P4 receptor agonism; O95977; S1P4-expressing cell line, agonist reporter assay; activation, % at 4.98 µM; actives 0.35% (n = 220,000); in the data active means activation above about 11%;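 further: 0% = DMSO vehicle and 100% = reference agonist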
PERK inh: blocks human PERK kinase; Q9NZJ5; CHO PERK-DD fusion, SEAP luminescence translation reporter; inhibition, % at 5.6 µM; actives 0.17% (n = 220,000); AID 1416;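 active means inhibition above the mean inhibition of all tested compounds plus 3 SD, set separately per screening campaign, cut at about 2.9% in these data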;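 further: PERK kinase domain activated by AP20187 dimerizer at 100 nM; 0% = DMSO with dimerizer and 100% = rapamycin at 8.4 µM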
TRPML3 ag: activates the human TRPML3 channel | Q8TDD5 | HEK293 TRPML3-YFP, Fluo-8 calcium fluorescence; 100% = the carbachol control signal | activation, % at 3 µM | actives 0.29% (n = 220,000);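 active means activation above its plate's cutoff, the mean activation of the plate's test wells plus 3 SD, cut at about 12% in these data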;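 further: 0% = DMSO only wells and 100% = carbachol wells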
Target sequence (Q8TDD5 whole entry, looked up): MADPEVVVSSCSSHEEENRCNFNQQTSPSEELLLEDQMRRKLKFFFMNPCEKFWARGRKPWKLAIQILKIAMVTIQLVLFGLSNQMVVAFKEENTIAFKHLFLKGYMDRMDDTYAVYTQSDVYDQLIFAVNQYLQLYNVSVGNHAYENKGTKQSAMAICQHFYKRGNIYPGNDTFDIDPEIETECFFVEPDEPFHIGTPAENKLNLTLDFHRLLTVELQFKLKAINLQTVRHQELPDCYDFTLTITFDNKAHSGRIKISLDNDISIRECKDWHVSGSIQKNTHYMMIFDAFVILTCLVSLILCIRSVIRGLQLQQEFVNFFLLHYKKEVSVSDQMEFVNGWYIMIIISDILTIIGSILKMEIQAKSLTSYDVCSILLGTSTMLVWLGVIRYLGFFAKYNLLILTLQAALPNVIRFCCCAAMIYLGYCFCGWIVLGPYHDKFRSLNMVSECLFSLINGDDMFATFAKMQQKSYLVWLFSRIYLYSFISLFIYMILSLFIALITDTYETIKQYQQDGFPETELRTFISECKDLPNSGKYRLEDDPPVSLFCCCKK
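Test system: TRPML3-YFP stable HEK293 cells. Doses: single point at 3 µM. Incubation: dye loading 1 h 37 °C then 30 min ambient, 125 s read. Signal: Fluo-8 calcium dye fluorescence, ex 470-495, em 515-575 nm. Measure: percent activation from peak-to-basal fluorescence ratio, scaled between DMSO and carbachol.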
* marks the source's active call; other numbers are inactive results; i = inactive; · = no result given; & = joins results of further samples. Hits appear at their usual frequency. Share with any hit: about 3.6%.

SMILES	BaF3 tox	S1P4 antag	TRPN1 ag	EP2 modulator	Ba/F3 V617F tox	Calpain2 inh	S1P4 agonist	PERK inh	TRPML3 ag
CCOc1ccc(-n2cnc3scc(-c4ccc(OC)c(OC)c4)c3c2=O)cc1	8	6	-0.5	-67&31	2	-27	0.2	-0.1	-0.2
Cc1ccc(C2CC(C(F)(F)F)n3nc(C(=O)NCc4c(C)nn(C)c4C)c(Cl)c3N2)cc1 (stereo not given)	55*	-3	1.5	-35	44*	-36	-0.8	-1.4	-0.3
CCC(=O)c1ccc(N2CCN(C(=O)c3cc([N+](=O)[O-])ccc3N3CCN(C)CC3)CC2)c(F)c1	3	-15	-0.5	-19	3	5	1.0	-0.8	1.0
Cc1c(NC(=O)C(C)OC(=O)CCc2ccccc2)c(=O)n(-c2ccccc2)n1C (stereo not given)	4	9	-0.2	27	-6	-10	0.7	1.0	1.3
Cc1ccc(NC(=O)C2(N3CCC3=O)CCCCC2)cc1	9	-3	2.3	10	-2	-36	1.8	0.3	0.3
CCN(CC(=O)Nc1ccc(N2CCOCC2)cc1)C(=O)c1ccc(C#N)cc1	11	-6	0.4	12	-3	-21	0.5	1.1	0.0
Cn1nnnc1SCC(=O)NCCCc1ccccc1	4	-35	0.4	5	-3	-4	2.0	0.4	0.3
C/C(=N/NC(=O)Cc1ccccc1)c1ccc(C)s1	5	3	1.7	-13	-1	12	1.9	1.2	0.5
CN(C)CCNc1nc2c(c(=O)[nH]c(=O)n2C)n1CCCc1ccccc1	0	-12	1.1	12	-4	-8	-0.1	0.5	-0.3
COc1ccccc1N1CCN(C(=O)C(Cc2ccccc2)NC(=O)C2CCCCC2)CC1 (stereo not given)	2	3	-0.2	34	2	26	0.1	-0.5	-0.3
CCc1ccc(OCc2nnc(SCC(=O)N3CCN(c4ccccc4)CC3)o2)cc1	2	-7	-0.4	33	-3	10	1.0	0.6	0.1
Cc1ccc(-n2c(-c3ccc(Cl)cc3)c[n+]3c2CCC3)cc1	65*	3	0.7	-26	69*	1	0.8	1.4	0.9
CCOC(=O)c1ccc(S(=O)(=O)NNC(=O)c2cccc(N(C)C)c2)cc1	3	-9	0.2	23	0	-24	1.2	0.0	0.1
COc1ccc(CCCc2nnc(SCC(=O)Nc3nc(C)cs3)n2C)cc1C	12	6	-0.5	0&-32	1	5	0.4	-1.2	-1.5
CC(C)(C)NC(=O)CSc1nc2ccccc2n1-c1ccccc1	0	2	-1.5	34	-2	31	0.2	-1.4	-1.4
O=C(c1cccc(C(F)(F)F)c1)C1CCCN(C(=O)CN2CCCC2=O)C1 (stereo not given)	2	7	-0.1	4	2	9	0.9	0.1	0.4
Cc1cc(C)c(C(=O)c2ccc(C(=O)NC(C)(C)C)cc2)c(C)c1	0	14	-1.1	-3	-1	-4	-2.5	-0.6	0.2
CCOC(=O)NC1(NC(C)C)Oc2ccccc2O1	5	11	1.0	19	3	-9	0.3	-0.3	0.6
CCn1c(C(O)c2ccc(C)cc2)nc2ccccc21 (stereo not given)	10	-12	-0.1	0	-1	-16	0.6	0.1	0.0
CCOc1ccc2[nH]c(=O)c(CN(Cc3ccc(C)cc3)C(=O)N3CCCC3)cc2c1	6	-4	1.0	-20	4	5	-1.4	-0.2	0.8
Cc1ccc(/C=N/NC(=O)CNC(=O)c2ccc(C)c([N+](=O)[O-])c2)o1	2	-3	0.2	-1	-2	-8	0.2	2.1	0.6
CCc1cc2ccc(OC)cc2nc1SCC(=O)N1CCN(C(=O)c2ccco2)CC1	3	3	-0.3	-54&-18	1	0	-0.6	1.1	-0.3
O=C(c1ccc(S(=O)(=O)N2CCOCC2)cc1)N(c1cccc(Cl)c1)C1C=CS(=O)(=O)C1 (stereo not given)	8	-10	0.3	-30	0	-20	-0.5	1.2	1.0
Cc1nnc2ccc(N3CCCC3)nn12	4	1	0.0	25	-2	-36	1.6	1.1	0.6

Part of the list above in order of heavy-atom count, ascending:
SMILES	BaF3 tox	S1P4 antag	TRPN1 ag	EP2 modulator	Ba/F3 V617F tox	Calpain2 inh	S1P4 agonist	PERK inh	TRPML3 ag
CC(C)(C)NC(=O)CSc1nc2ccccc2n1-c1ccccc1	0	2	-1.5	34	-2	31	0.2	-1.4	-1.4
O=C(c1cccc(C(F)(F)F)c1)C1CCCN(C(=O)CN2CCCC2=O)C1 (stereo not given)	2	7	-0.1	4	2	9	0.9	0.1	0.4
CCc1cc2ccc(OC)cc2nc1SCC(=O)N1CCN(C(=O)c2ccco2)CC1	3	3	-0.3	-54&-18	1	0	-0.6	1.1	-0.3

New compounds follow
SMILES	BaF3 tox	S1P4 antag	TRPN1 ag	EP2 modulator	Ba/F3 V617F tox	Calpain2 inh	S1P4 agonist	PERK inh	TRPML3 ag
COc1ccc(OC)c(S(=O)(=O)N2CCN(C)CC2)c1	2	5	1.7	-1	-3	12	0.3	0.4	0.2
CCOc1ccccc1NC(=O)C1C2C=CC(O2)C1C(=O)O (stereo not given)	2	-16	0.8	33&13	1	-18	6.6	0.7	0.0
CC(C)(O)[C@H](O)COc1c2occc2cc2ccc(=O)oc12	10	5	0.9	24	3	2	0.4	1.1	0.9
CCCCCc1c(O)nc(SCC(=O)O)[nH]c1=O	4	-12	0.6	·	2	·	2.1	0.8	0.1
O=C(NCCc1c[nH]c2ccccc12)OCCSS(=O)(=O)O	3	-16	2.4	4	0	20	3.1	1.8	-0.1
Cc1cc(C)cc(-n2cnc3cc(C(=O)O)ccc32)c1	9	-5	0.1	-3	3	5	1.1	-0.5	-0.1
Cc1cccc(C2c3[nH]c4ccccc4c3CCN2C(=O)c2cc(CC(C)C)nc(C)n2)n1 (stereo not given)	8	1	-0.7	-22	0	-22	0.3	0.8	-0.8
COc1ccc(N(C(C)=O)S(=O)(=O)c2cccc3cccnc23)cc1	12	-17	0.6	1	3	18	-0.1	0.1	0.1
COc1ccc(C(=O)C[n+]2ccc3ccccc3c2C)cc1	22	1	0.9	-6	9	8	2.4	-1.4	0.0
Cc1scc(C(=O)NNC(=S)NC(C)c2ccccc2)c1C (stereo not given)	2	-17	-0.2	-28	-3	12	-0.2	-0.6	0.2
O=c1c2ccccc2nc2c3ccccc3c3nncn3n12	1	-10	0.4	27	-2	i	0.8	0.4	0.4
COC(=O)[C@H](C)NC(=O)COc1ccccc1	2	3	-0.4	18	-3	-17	-2.1	2.0	1.0
Cc1cc(Oc2ccccc2)nc(N2CCOCC2)n1	2	12	-1.8	22	1	11	0.0	-0.1	0.6
COc1cc(-n2c(C)nc3cc(C(=O)O)ccc32)cc(OC)c1OC	3	-2	-0.5	27	2	-4	0.6	0.6	1.3
CC(C)CC(=O)NC(=S)Nc1ccc(N2CCOCC2)c(Cl)c1	9	-1	2.1	-26	-1	17	-0.4	0.4	0.1
O=C(Nc1nnc(-c2ccccc2)o1)c1ccc(Cl)cc1	6	-20	0.6	0	0	6	2.3	0.8	0.5
Cc1ccc(N2NC(=O)/C(=C/c3ccc(-c4ccc(Cl)c(C(=O)O)c4)o3)C2=O)cc1C	0	2	2.2	3	-3	29	0.1	2.2	0.8
Cc1ccc(NC(=O)CSc2ncc(-c3ccccc3)n2C(=O)c2ccccc2)cc1	10	-16	-0.4	-20	-1	-5	-0.9	1.1	-0.6
COC(=O)c1ccc(-n2cncn2)c(F)c1	9	-8	2.0	2	-2	-17	0.0	1.2	0.0
CCC1CC(CSC(=N)N)OC1=O (stereo not given)	-3	12	0.4	27	-5	-10	-0.9	0.8	0.4
O=C(Nc1cccc(Cl)c1)N(Cc1nc2ccccc2c(=O)[nH]1)C1CCCC1	2	-3	1.5	32	-1	20	-3.5	-0.1	0.3
CC(C)c1cc(C(=O)N/N=C/c2cccnc2)cs1	5	-19	-2.8	-14	-2	3	0.1	-0.6	0.3
Cc1ccc(N(C(=O)c2csnn2)C(C(=O)NC(C)(C)C)c2cccnc2)cc1C (stereo not given)	7	-5	1.8	-9	-1	-1	0.9	0.6	0.2
COC(=O)C1=C(C)NC(C)=C([N+](=O)[O-])C1c1ccccc1C(F)(F)F (stereo not given)	9	-27	-2.5	13&30	1	-10	1.2	0.6	-0.8
N#CCCn1c(C(C#N)(CCC#N)CCC#N)nc2ccccc21	4	-33	-0.3	14	-1	2	0.5	0.4	0.8
CCOC(=O)C(C)On1c(-c2cccc(Cl)c2)nc2ccc([N+](=O)[O-])cc21 (stereo not given)	4	4	-0.5	15	-1	20	-2.5	-0.8	-0.5
CS(=O)(=O)c1ccc2c(c1)sc1nc(=O)c(/C=C3/C=CC(=O)C(O)=C3)c(N)n12	-1	0	0.5	-2	3	45	-0.8	-0.4	1.2
O=S(=O)(Nc1ccc2c(c1)OCCO2)c1cccc2nsnc12	2	-2	-0.8	-2	-4	24	2.0	0.0	-1.2
CCN(CC)CCNC(=O)CS(=O)Cc1nc(-c2ccc(Cl)cc2)oc1C (stereo not given)	-1	-2	-0.7	-6	2	-29	1.5	0.1	0.0
N#CCSc1nnc(Cc2ccc3c(c2)OCO3)o1	9	3	1.1	-9	2	8	1.4	1.2	0.7
O=C(c1ccco1)N1CCN(C(=O)C2CCCN(S(=O)(=O)Cc3ccccc3)C2)CC1 (stereo not given)	2	-10	-0.2	28	0	-4	0.2	-0.6	0.2
CCc1ccc(C(=O)NNc2ccccc2F)cc1	2	12	-0.5	12	-3	-3	-0.5	1.2	-0.5
COc1cc(C2c3sc(=O)[nH]c3SC3C(=O)N(c4ccc(C)cc4)C(=O)C32)ccc1O (stereo not given)	-5	7	0.4	-16	-1	0	0.3	1.1	0.4
Cn1nnnc1SCc1cc(=O)[nH]c2ccccc12	-1	-12	0.5	11	-2	10	0.4	0.3	0.4
COc1ccc(CCN(C(=O)C(F)(F)F)C(C(=O)NC2CCCCC2)c2ccc(C)s2)cc1 (stereo not given)	2	5	-0.4	18	-2	-29	0.2	-0.2	0.5
CCOC(=O)c1oc2ccccc2c1CN1CCN(C(=O)c2ccccc2)CC1	4	1	-0.7	1&5	-3	13	0.5	-0.1	0.5
COc1ccc(OC)c(S(=O)(=O)n2nc(-c3ccccc3)cc2N)c1	1	-2	-1.9	-19	-3	5	-0.8	0.0	0.0
CC(C)c1ccc(/C=C/c2ccc(=O)n(C)n2)cc1	2	-19	-2.2	28	0	-222	1.5	0.8	0.0
COc1ccc(OCC(=O)OCC(=O)Nc2ccc(S(=O)(=O)N3CCCCC3)cc2)cc1	1	5	4.8	9	-2	-111	1.9	1.9	1.4
Cc1cccc(-n2c(SCC(N)=O)nc3c(c2=O)C2(CCCC2)Cc2ccccc2-3)c1	8	3	-0.5	59	0	-9	2.3	0.0	0.6
O=C(CN1CCN(c2ccccn2)CC1)Nc1cccc(S(=O)(=O)N2CCOCC2)c1	-6	-15	1.7	-6	-3	-11	0.1	-0.1	1.4
COC(=O)c1cn(Cc2c(C)cc(C)cc2C)nn1	5	-17	-0.9	0	1	15	-0.5	-0.4	0.1
CC(C)(CNS(=O)(=O)c1ccc2c(c1)OCCO2)N1CCOCC1	4	0	0.3	20	-1	-30	2.2	0.1	-0.1
CCOc1ccc(-c2c(C#N)c(N)nc3sc(C(=O)c4ccccc4)c(N)c23)cc1	0	-9	-0.7	-5	-5	-30	-0.8	-0.7	-0.2
CC(=O)c1cn(CC(=O)NCc2cccnc2)c2ccccc12	6	1	0.5	-1&-8	4	11	-1.0	-0.3	0.5

Screening data: PubChem BioAssay, several laboratories
